Compound activity: PubChem BioAssay, several laboratories
Mot1-301 SUMO: inhibitors of SUMOylation pathway: yeast Mot1-301 growth rescue | S. cerevisiae Mot1-301 growth rescue, ATP luminescence, 38.5C; percent above DMSO median, 100 means doubled | 1% of 320,000 active | growth rescue, % at 18.8 µM;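 active means every valid replicate shows activation above 250% relative to neutral control wells; inactive means the rest, any valid replicate at or below 250%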;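 further: OY570 slx delta 5 strain wells were the positive control but not used for scaling; some compounds called inactive have numbers as strong as hits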
RTF Ca sens act: increases calcium sensitivity of human cardiac regulated thin filaments; IANBD-labeled TnC RTF fluorescence at EC20 calcium; 0% EC20 calcium, 100% full calcium; activation, % at 7.2 µM; 0.24% of 340,000 active; AID 493008;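 active means activation above the mean over all tested compounds plus 3 SD, cut at about 30% in these data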;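 further: rise in fluorescence read as greater calcium sensitivity of cardiac thin filaments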
Rtt109 Vps75: C. albicans Rtt109 histone acetyltransferase inhibition. Q5AAJ8. purified Rtt109/Vps75, ThioGlo CoA-SH fluorescence, 4 h. inhibition, % at 34.9 µM. 0.16% of 330,000 active;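 active means inhibition of at least 50% in every replicate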
Target sequence (Q5AAJ8 whole entry, looked up): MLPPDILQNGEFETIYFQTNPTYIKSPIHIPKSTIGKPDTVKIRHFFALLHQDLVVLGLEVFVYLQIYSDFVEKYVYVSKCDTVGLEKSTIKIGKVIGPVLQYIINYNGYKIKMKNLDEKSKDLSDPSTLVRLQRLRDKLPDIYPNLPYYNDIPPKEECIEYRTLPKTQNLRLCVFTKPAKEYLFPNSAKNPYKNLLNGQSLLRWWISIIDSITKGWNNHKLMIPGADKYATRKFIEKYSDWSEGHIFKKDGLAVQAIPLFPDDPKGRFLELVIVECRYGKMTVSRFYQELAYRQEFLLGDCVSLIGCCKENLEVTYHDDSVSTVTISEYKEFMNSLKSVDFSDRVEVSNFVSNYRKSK
NSD2 HMT inh: blocks human histone methyltransferase NSD2; NSD2 peptide methylation, AlphaScreen, 120 min; 0.54% of 310,000 active; AID 743445; inhibition, % at 12.5 µM; O96028; in the data active means inhibition above about 50%
RTF Ca sens inh: cardiac RTF calcium desensitization | P19429+P45379 | IANBD-labeled cardiac RTF, Ca2+ fluorescence | inhibition, % at 7.15 µM | 0.12% of 340,000 active;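 active means inhibition above the mean inhibition of all tested compounds plus 3 SD, cut at about 17% in these data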;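 further: assay run at fixed EC70 calcium of 1.6 mM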
LANA DNA inh: blocks KSHV LANA C-terminal domain binding to DNA; inhibition, % at 9 µM; 0.078% of 340,000 active; MBP-C-LANA/FAM-LBS DNA binding, fluorescence polarization; AID 504423;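 active means highest replicate inhibition at or above 60% at 9 µM, even if other replicates fall short; inactive means all replicates below 60% inhibition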;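 further: 0% = neutral control wells and 100% = 4 µM acridine orange control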
dFosB act: mouse delta FosB homodimer activation | P13346 | purified delta FosB, TAMRA-CDK5 oligo fluorescence polarization; percent of positive-control signal above neutral wells | activation, % at 25 µM | 0.99% of 340,000 active | AID 493131;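 active means mean activation above about 17%, with every replicate also reaching it, limit read from the data, passing the limit was not always enough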;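 further: fluorescence polarization rise as delta FosB binds a TAMRA Cdk5 AP-1 oligo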
Keap1-Nrf2 PPI: inhibitors of human Keap1-Nrf2 protein-protein interaction | Q14145 | Keap1 Kelch-Nrf2 peptide fluorescence polarization, 1536-well | inhibition, % at 9.4 µM | 0.15% of 340,000 active | AID 504523; in the data active means inhibition above about 12%;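 further: human Keap1 Kelch domain with fluorescein labeled Nrf2 9mer peptide probe; 0% = neutral control wells and 100% = peptide positive control; higher means more block of Keap1 binding to Nrf2 peptide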
CDK5 inh: CDK5/p35 (human) kinase inhibition | 0.01% of 330,000 active | Recombinant CDK5/p35, ADP-Glo luminescence, 60 min | Q00535+Q15078 | inhibition, % at 10 µM;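 active means highest replicate inhibition of at least 50% and at least 75% of replicates reaching 50%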;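 further: plate controls were DMSO neutral control for no effect and GW8510 at 10 µM for full effect; many of its hits are not listed in these tables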
Target sequence (Q00535 whole entry, looked up): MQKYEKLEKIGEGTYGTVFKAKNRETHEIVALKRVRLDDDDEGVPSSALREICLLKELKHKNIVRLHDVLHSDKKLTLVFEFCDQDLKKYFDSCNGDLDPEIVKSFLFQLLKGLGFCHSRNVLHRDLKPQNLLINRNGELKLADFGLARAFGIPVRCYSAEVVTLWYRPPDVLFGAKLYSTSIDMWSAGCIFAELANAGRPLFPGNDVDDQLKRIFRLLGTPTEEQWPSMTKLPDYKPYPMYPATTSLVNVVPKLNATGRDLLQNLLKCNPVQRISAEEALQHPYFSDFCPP
Target sequence (Q15078 whole entry, looked up): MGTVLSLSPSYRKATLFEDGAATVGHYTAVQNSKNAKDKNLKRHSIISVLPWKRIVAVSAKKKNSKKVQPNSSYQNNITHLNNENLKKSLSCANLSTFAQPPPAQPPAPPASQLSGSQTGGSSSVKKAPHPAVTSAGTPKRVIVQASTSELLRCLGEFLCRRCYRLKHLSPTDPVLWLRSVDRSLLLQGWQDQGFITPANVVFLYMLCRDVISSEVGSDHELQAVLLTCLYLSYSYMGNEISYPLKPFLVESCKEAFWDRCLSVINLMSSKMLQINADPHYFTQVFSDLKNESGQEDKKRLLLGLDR
PfHsp90 yeast 2: reduces growth (ATP signal) of yeast expressing P. falciparum Hsp90. S. cerevisiae expressing PfHsp90, BacTiter-Glo ATP, 48 h; yeast lacking PDR1 and PDR3 efflux regulators. inhibition, % at 9.4 µM. 0.32% of 310,000 active. AID 504621;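 active means every replicate shows inhibition above about 80%, whatever the replicate mean, limit read from the data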;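 further: 0% = DMSO neutral controls and 100% = 20 µM radicicol positive controls; yeast relying on Plasmodium falciparum Hsp90 in place of its own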
PvdQ acylase: P. aeruginosa PvdQ acylase inhibition. purified PvdQ acylase, fluorescence plate reader. inhibition, % at 10 µM. AID 488965. 0.063% of 340,000 active; in the data active means inhibition above about 30%, passing the limit was not always enough;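 further: 0% = vehicle neutral wells and 100% = reference inhibitor wells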
Numbers without * were called inactive; / = no result given.

smiles	NSD2 HMT inh	Mot1-301 SUMO	RTF Ca sens act	PfHsp90 yeast 2	RTF Ca sens inh	Rtt109 Vps75	PvdQ acylase	LANA DNA inh	Keap1-Nrf2 PPI	dFosB act	CDK5 inh
CCOC(=O)c1cnn(C(=O)c2ccccc2)c1N	1	/	3	-12	3	0	21	0.1	-7	-9	0.4
Cc1cc(C)cc(NC(=S)N(CCCN2CCN(C)CC2)Cc2cccs2)c1	2	5	0	-9	-6	-6	-12	-0.1	0	3	-2.2
COc1ccccc1CNC(=O)C1CCC(=O)N(CCCc2ccccc2)C1 (centres undefined)	-2	32	-1	-8	-6	9	-10	1.2	2	-3	-0.7
COc1ccc(-n2c(=O)c3ccccc3n(CC(=O)NC3CCCCC3)c2=O)cc1OC	21	10	-1	-10	6	1	19	-0.2	-4	15	3.3
CCOC(=O)CNC(=O)C(Cc1ccccc1)NC(=O)OCc1ccccc1 (centres undefined)	6	12	6	-1	-3	6	3	-0.2	0	-2	-0.4
Cc1ccsc1C(=O)N1CCCC(CO)(Cc2ccccc2F)C1 (centres undefined)	35	4	13	-5	-9	4	-10	0.0	2	-7	-0.3
Cc1ccc(OCC(=O)NCCNC(=O)c2cnccn2)cc1C	/	/	-5	14	-13	-2	-5	0.8	-7	-13	-0.5
CC(=O)c1cc(C#N)c(SCc2ccccn2)nc1C	31	-2	/	0	/	-4	-9	0.6	0	-7	1.3
O=C(Oc1ccc(OC(=O)N2CCOCC2)cc1)c1ccccc1	-13	3	3	0	-5	-6	-9	-1.6	2	0	0.8
Cc1cc(C)nc(SCc2nnc(SCC(=O)N3CCOCC3)o2)n1	6	-9	3	19	-19	2	-13	0.6	-3	-3	-0.7
O=C(NC(=S)N1CCN(C(c2ccccc2)c2ccccc2)CC1)c1ccc(S(=O)(=O)N2CCOCC2)cc1	1	5	-12	-17	-18	-4	-11	0.5	-3	-4	-1.1
CCC1(CC)Cc2ccccc2-c2nc3ccccc3c(=O)n21	-7	21	-1	-12	1	11	9	-2.9	-1	0	-0.2
CC1=C(C(=O)OCc2ccccc2)C(c2ccoc2)C(C#N)=C(N)O1 (centres undefined)	8	/	4	/	-5	2	3	2.1	4	-9	-1.0
COc1cc2ccccc2cc1C(=O)Nc1nccs1	/	0	8	-44	-1	-5	9	0.7	-4	-24	0.2
Cc1cccnc1N(C(=O)Nc1ccccc1)C1=NCC(C)(C)S1	-4	293	-3	14	-15	-7	-7	1.9	1	4	-0.4
COc1cc(C(=O)NCC2(N3CCCCC3)CCCCC2)ccc1OCC(=O)N1CCOCC1	1	-1	1	15	-11	-1	-3	0.0	0	-5	-2.6
COc1cc(-c2[nH]ncc2CN(C)Cc2nonc2C)cc(OC)c1OC	/	-6	0	12	-14	-5	-8	0.6	-4	-5	0.0
COc1ccc(NC(=O)Cc2c(Sc3ccccc3)c3ccccc3n2C)cc1	-3	2	-3	-1	2	-2	13	-0.8	-4	-4	-0.8
O=C(CCc1[nH]c2ccccc2c1Sc1ccccc1)N(CCO)CCO	2	-7	-2	-14	-21	-11	-17	-1.5	-4	-1	-0.1
COc1cc(/C=N/n2c(COc3ccccc3)n[nH]c2=S)cc(Br)c1O	6	16	0	-10	-9	15	-3	1.1	-1	0	3.3
CC(NS(=O)(=O)c1ccc(Cl)cc1)C(=O)N1CCOCC1 (centres undefined)	-1	9	4	-33	-14	-22	-16	2.0	-5	0	-3.3
Cc1ccc(C(=O)Oc2ccc3ccc(=O)oc3c2)cc1	-1	4	-2	-8	-12	-1	-17	-1.6	-1	-2	0.0
Oc1c(CN2CCOCC2)cc(CN2CCOCC2)cc1CN1CCOCC1	-1	/	-2	3	-5	-7	-8	0.1	-1	6	-2.5
CCOC(=O)NCc1ccc(S(=O)(=O)Nc2c(C)cccc2C)cc1	-2	-11	-4	12	-2	3	-2	-0.3	2	1	-0.1
CCOC(=O)c1c(NC(=O)COC(=O)CCS(=O)(=O)c2ccc(C)cc2)sc(C)c1C	-6	-7	4	0	-7	-19	-6	0.5	-2	-11	-1.3
COc1ccccc1NC(=O)N(Cc1ccco1)Cc1cc2ccc(C)c(C)c2[nH]c1=O	1	-28	2	5	-3	8	-11	1.0	-2	-2	0.5
CN(C(=O)COC(=O)CCc1c[nH]c2ccccc12)c1ccccc1	7	5	-7	37	-8	15	-15	-0.8	-4	-10	0.6
CC(C)CCNC(=O)c1cc([N+](=O)[O-])ccc1N1CCOCC1	0	-20	5	11	-5	3	-5	0.8	0	2	-0.7
CN1CCN(C(=O)C2CCCN(S(=O)(=O)c3ccccc3)C2)CC1 (centres undefined)	-4	2	0	-27	-5	1	2	0.0	1	-4	-0.1
Cc1ccc2c3c1C(=O)C(=O)N3C(C)(C)CC2C (centres undefined)	3	-1	4	6	-6	0	-12	-0.3	-2	-6	0.6

The results go on:
smiles	NSD2 HMT inh	Mot1-301 SUMO	RTF Ca sens act	PfHsp90 yeast 2	RTF Ca sens inh	Rtt109 Vps75	PvdQ acylase	LANA DNA inh	Keap1-Nrf2 PPI	dFosB act	CDK5 inh
Cc1cccc(C)c1OCC(=O)NCC1COc2ccccc2O1 (centres undefined)	-3	9	0	-26	-7	-4	-4	0.1	-8	-6	-1.1
Cc1cc(C(=O)OCC(=O)NCCC(C)C)c2ccccc2n1	-2	-17	-1	0	-10	0	7	0.8	-2	-2	0.1
Cc1cccc(N(CC(=O)N/N=C/c2ccccc2C(=O)O)S(C)(=O)=O)c1C	37	-2	6	20	-9	9	-15	-0.6	-6	2	-5.9
CCc1noc(C)c1C(=O)OCC(=O)N(C)c1c(N)n(Cc2ccccc2)c(=O)[nH]c1=O	-1	-4	-1	5	-2	-3	-3	-0.6	-1	-3	0.6
O=C(Cc1c(F)cccc1Cl)N(Cc1ccccc1)c1ccccn1	-5	/	2	-16	-4	10	-8	-0.8	0	-1	-4.5
Cc1ccc(NC(=O)c2nc[nH]c2C(=O)NC2CCN(C(=O)OC(C)(C)C)CC2)cc1	/	-8	-3	-13	-15	-4	-5	-1.2	0	6	-1.0
COc1cccc(CNC(=O)c2ccc(Cl)c(S(=O)(=O)N3CCOCC3)c2)c1	-1	/	-1	-23	-9	7	-12	-0.9	0	-4	-1.2
CCS(=O)(=O)N1CCC(C(=O)NCCCN2CCCCCC2)CC1	1	-9	1	/	-4	8	1	-0.6	-3	1	1.3
CCOC(=O)C1CCCN(Cc2ccccc2OCC)C1 (centres undefined)	0	10	3	27	-7	6	-15	-2.3	-4	-2	-0.4
Cn1c(CC(=O)Nc2ccccc2)nnc1SCCOc1ccccc1	-2	0	-1	6	-3	-3	-14	1.0	-7	-10	-0.8
COc1cc(C#CC#CCN2CCCCC2)ccc1O	15	0	2	-10	-9	-5	-12	1.4	3	-2	-2.6
COc1ccc(-n2nc3cc(N)c(Br)cc3n2)cc1	6	-7	-3	-27	-4	4	-12	0.3	-2	0	-1.4
N=C1C(c2nc3ccccc3s2)=C(O)CN1C1CCCCC1	-36	10	-6	-1	-1	1	-9	0.0	-1	-8	-1.8
NNc1nc2sc3c(c2c(=O)[nH]1)CCc1ccccc1-3	8	-17	0	25	5	5	4	1.2	1	-10	1.0
COc1cc(OC)c2c(c1)OC(=O)CC2c1ccc(C)cc1 (centres undefined)	/	/	-4	-35	-7	-4	-9	2.6	-7	-9	0.8
COc1ccc(CCNC(=O)C(C)SCc2ccccc2)cc1 (centres undefined)	-2	31	5	13	-12	-4	-9	-1.7	-3	-3	0.5
CSc1nnc(C)c(=O)n1COC(=O)COc1ccccc1F	-2	-8	-4	13	8	-4	-1	-0.6	-3	4	-0.7
O=C(c1ccc(Cl)cc1)N1CCN(CCc2ccccn2)CC1	-2	-18	6	23	-14	5	-15	0.1	0	-7	1.2
CN1OC(CC(=O)O)N(c2ccc(Cl)cc2)C1=O (centres undefined)	-39	-16	2	-31	4	8	-8	18	2	-2	-0.6
CCOC(=O)C1CCN(C(=O)c2cc(C(C)(C)C)nn2Cc2ccccc2)CC1	-5	5	1	-6	-6	1	-12	-0.3	-5	-2	-1.1
Cc1c(NC(=O)c2cc(C3CC3)on2)c(=O)n(-c2ccccc2)n1C	/	9	6	3	-8	-3	-17	-1.0	-2	1	0.4
CSc1cccc(NC(=S)NCCCO)c1	0	1	-6	-5	-1	7	22	0.0	-3	4	1.7
O=c1[nH]c(O)c(/C=C2\C=Nc3ccccc32)[nH]1	1	-8	-5	24	1	1	-14	-0.9	-1	0	2.6
CC(C)(C)C1CCc2c(sc(NC(=O)c3cc(C4CC4)on3)c2C#N)C1 (centres undefined)	/	-13	-2	6	0	-6	-2	0.1	0	-2	-0.1
CN(C)c1ccc(-c2ccccc2)nn1	-3	-25	12	-1	-1	2	-8	0.4	-6	-3	7.0
COc1ccccc1NC(=O)C(C)Sc1nnnn1C (centres undefined)	3	-2	-1	-3	-1	5	4	-1.0	3	0	-0.7
Cc1ccc2cccc(NC(=S)NC(=O)c3ccn(C)n3)c2n1	1	1	1	-6	-4	5	1	1.7	0	-13	2.5
CCNC(=S)NNc1nnc(-c2ccccc2)c(-c2ccccc2)n1	2	9	-4	-14	2	12	10	0.2	-3	-4	1.2
CC(Oc1ccc(Br)cc1)C(=O)NNC(=O)CCN1CCN(c2ccccc2)CC1 (centres undefined)	0	-11	-2	10	-2	2	-6	-11	-2	-1	0.0
Cc1ccc(S(=O)(=O)N(C)c2ccccc2C(=O)N2CCOCC2)cc1	-1	-12	0	-5	0	1	-5	0.2	-3	-5	1.0

(more compounds)
smiles	NSD2 HMT inh	Mot1-301 SUMO	RTF Ca sens act	PfHsp90 yeast 2	RTF Ca sens inh	Rtt109 Vps75	PvdQ acylase	LANA DNA inh	Keap1-Nrf2 PPI	dFosB act	CDK5 inh
CC(C)(C(=O)c1ccccc1)/[N+]([O-])=C/c1ccc(F)cc1	/	-13	-2	3	-2	-11	-12	1.0	-5	9	-1.0
CC(C)n1cc(CN2CCC(C(=O)Nc3cccc(-c4cccc(Cl)c4)c3)CC2)cn1	7	10	-2	36	-2	31	-19	0.5	-1	-23	-2.2
CCCCN1C(N)=NC[C@@H]1CCCCN	/	273	6	6	-1	7	-1	1.0	2	4	-0.4
O=C(/C=C/NNC(=O)c1ccccc1)c1ccc(Br)cc1	-1	-3	3	-5	-3	-4	-6	-0.3	-1	-7	0.2
CCOc1ccccc1N1CCN(C(=O)c2ccc(S(=O)(=O)Nc3ccccc3)cc2)CC1	1	0	3	/	-8	0	-13	-1.5	-2	-19	0.4
CCOc1ccccc1NC(=O)c1cccc(NC(=O)C2CCCC2)c1	-4	-6	-2	4	-7	-6	1	-0.2	-5	-3	0.9
